Screens from PubChem.
TSG101-PTAP inh = blocks PTAP binding to human TSG101, validation. Q99816. Fluorescence polarization, FITC-PTAP peptide/Tsg101, 20 min. Potency, µM (titrated, usually from 115 µM), inactives show top-dose activity change, negative = inhibition, actives largely listed as inhibitors. 44,000 tested, under 10 active. AID 1347069; further: potency means the concentration at half of the fitted maximal effect; 0% is about no effect
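Read-out is FITC fluorescence polarization. Compounds were added to Tsg101 binding domain (10 uM final), then FITC-PTAP peptide (50 nM final), 20 min at r.t. Total S+P intensity flags fluorescent compounds.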
NTMT1 inh = inhibitors of human N-terminal methyltransferase NTMT1; NTMT1 MTase-Glo SAH luminescence, purified enzyme; Q9BV86; Potency, µM (series often up to 114 µM), inactives show at the highest dose activity change, negative = inhibition, actives largely listed as inhibitors; 2.5% of 59,000 active;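 further: potency means the concentration at half of the fitted maximal effect; plate controls were DMSO vehicle for no effect and no enzyme for full effect; nearly all actives have a fitted effect of over 65% in size; many of its hits are not listed in these tables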
Target sequence (Q9BV86 whole entry, looked up): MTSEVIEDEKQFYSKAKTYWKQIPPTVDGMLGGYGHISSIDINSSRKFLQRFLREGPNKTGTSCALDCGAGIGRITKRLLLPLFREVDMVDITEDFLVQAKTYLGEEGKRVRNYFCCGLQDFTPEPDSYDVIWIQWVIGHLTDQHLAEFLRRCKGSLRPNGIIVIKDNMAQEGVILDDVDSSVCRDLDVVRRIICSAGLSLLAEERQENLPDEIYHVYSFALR
p53null 39C kill = selectivity test: cytotoxicity in p53 null cells, nonpermissive temperature | H1299 p53-null (neo) cells, 39C, ATPlite viability, 24 h | Potency, µM (series often up to 46.1 µM), inactives show at the highest dose activity, negative = cell killing, hits mostly cytotoxic | 0.97% of 55,000 active;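 further: potency means the concentration at half of the fitted maximal effect; 0% = DMSO only and -100% = full killing by 100 µM tamoxifen; nearly all actives have a fitted effect of over 50% in size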
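Temperature-shift cytotoxicity format: compound titrations on p53-null or A138V-expressing H1299 cells held 24 hr at 39C, cell ATP then measured, AC50 from Hill model.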
p53null 32C kill = kills p53 null cells at the permissive temperature; AID 903; Potency, µM (top dose mostly 46.1 µM), for inactives: top-dose activity change, negative = cytotoxicity, hits mostly cytotoxic; H1299-neo p53 null cells, ATP luminescence, 24 h, 32C; 0.62% of 55,000 active;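 further: potency means the concentration at half of the fitted maximal effect; 0% = DMSO only and -100% = full killing by 100 µM tamoxifen; nearly all actives have a fitted effect of over 55% in size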
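ATP-content luminescence in p53-null H1299-neo cells after 24 h compound exposure (up to 46 uM) at 32C permissive temperature; 0% and 100% killing set by DMSO and 100 uM tamoxifen; Hill-equation AC50.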
FH mod = Identification of activators of human fumarate hydratase by quantitative high-throughput screening. Fumarate hydratase, mitochondrial (Homo sapiens), P07954. FH coupled MDH/diaphorase resazurin fluorescence, 15 min. Potency, µM (doses to about 79.9 µM), for inactives: at the top dose activity change, negative = inhibition, usual class: inhibitors. 0.22% of 54,000 active. AID 1347055, 2019; further: potency means the concentration at half of the fitted maximal effect; on the % scale 0 is the no-effect control and ±100 the full control effect; the screen sought activators but most active calls are inhibition curves; nearly all actives have a fitted effect of over 45% in size
B2AR arrestin ag = agonists recruiting beta-arrestin to human beta2-adrenergic receptor. HTLA Tango cells, beta-arrestin recruitment, luciferase luminescence, 18 h. P07550. 44,000 tested, under 10 active. AID 1347077. Potency, µM (highest dose often 46.1 µM), for the others: at the highest dose activation, hits mostly activators;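 further: potency means the concentration at half of the fitted maximal effect; 0% = DMSO and full agonism = EC100 isoproterenol or metaproterenol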
Target sequence (P07550 whole entry, looked up): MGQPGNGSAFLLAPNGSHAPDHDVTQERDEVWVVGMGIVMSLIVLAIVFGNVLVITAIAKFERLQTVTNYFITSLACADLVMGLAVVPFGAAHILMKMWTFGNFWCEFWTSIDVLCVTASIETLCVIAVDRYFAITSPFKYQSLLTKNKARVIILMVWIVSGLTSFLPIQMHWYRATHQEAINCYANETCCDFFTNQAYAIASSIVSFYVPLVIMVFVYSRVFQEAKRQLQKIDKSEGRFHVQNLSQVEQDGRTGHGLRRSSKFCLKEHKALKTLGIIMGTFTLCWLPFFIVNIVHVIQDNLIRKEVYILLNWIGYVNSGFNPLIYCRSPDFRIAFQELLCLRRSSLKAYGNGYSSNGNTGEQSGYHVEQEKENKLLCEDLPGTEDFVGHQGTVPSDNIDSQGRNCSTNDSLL
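Tango cell line, 1% FBS DMEM; cpd titration up to 46 microM; 18 hr, 37 degrees C, 5% CO2. Luciferin/ATP substrate mix added, 15 min RT, luminescence. %Activity, CRC fitting, curve-class categorization.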
GALK inhibitor = inhibitors of human galactokinase (GALK) | 44,000 tested, under 10 active | P51570 | Potency, µM (top dose mostly 57.5 µM), without a hit: top-dose activity, negative = inhibition, actives largely listed as inhibitors | recombinant GALK, Kinase-Glo ATP luminescence, 1 h;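 further: plate controls were full GALK reaction for no effect and reaction lacking GALK for full effect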
Target sequence (P51570 whole entry, looked up): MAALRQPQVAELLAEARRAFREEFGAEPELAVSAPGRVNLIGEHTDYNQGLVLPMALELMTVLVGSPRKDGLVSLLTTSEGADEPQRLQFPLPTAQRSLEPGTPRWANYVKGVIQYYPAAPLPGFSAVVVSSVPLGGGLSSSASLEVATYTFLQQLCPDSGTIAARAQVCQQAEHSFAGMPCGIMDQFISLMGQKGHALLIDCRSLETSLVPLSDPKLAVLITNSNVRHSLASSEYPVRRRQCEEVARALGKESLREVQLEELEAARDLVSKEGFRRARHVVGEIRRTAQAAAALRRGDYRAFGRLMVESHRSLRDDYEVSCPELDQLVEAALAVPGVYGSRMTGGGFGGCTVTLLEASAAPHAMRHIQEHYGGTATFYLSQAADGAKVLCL
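Compounds were pinned into ATP buffer, then GALK-galactose mix was added (final 5 nM enzyme, 35 uM ATP, 100 uM galactose, pH 8.0). After 1 h at room temperature, Kinase-Glo Plus was added and luminescence read.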
* hit, by the source's call; ? = inconclusive; . = not tested or not shown; [ ] = dose if it differs, or a comment. The call rests on the fitted dose curve; in most records, active means well fitted curve in the direction sought with a large enough effect; inconclusive means small, poorly fitted or top-dose-only effect, or another doubt; inactive means no such curve, though single readings can be large; an effect the other way counts as inactive or inconclusive. An excerpt. The share of hits here may be higher or lower than overall.

1. COCCCNC(=O)c1cc(-c2cccnc2)nc2ccc(S(=O)(=O)N3CCC(C)CC3)cc12
2. Cc1ccccc1C(=O)Nc1nnc(S(=O)(=O)N2c3ccccc3CC2C)s1 (centres undefined)
3. Cc1c(C(=O)NCc2ccc(Cl)cc2)sc2nc3n(c(=O)c12)CCC3
4. COc1cccc(NC(=O)CCN2CCN(c3ccccc3)CC2)c1
5. Brc1ccc2nc(SCCOc3ccccc3)[nH]c2c1
6. CCN(CC)c1ccc(NC(=O)Cn2c(C)c3cnn(-c4ccccc4)c(=O)c3c2C)c(C)c1
7. Cc1cccn2c(=O)c3cc(C(=O)N(Cc4ccccc4)C(C)C)sc3nc12
8. Cc1cc(F)ccc1NC(=O)C1CCN(C(=O)c2cnn(-c3ccccc3)c2-n2cccc2)CC1

assay / compound,1,2,3,4,5,6,7,8
FH mod,5%,-1%,-15%,-5%,?,2%,?,-5%
p53null 32C kill,10%,1%,9%,3%,24%,-3%,-14%,-2%
B2AR arrestin ag,3%,0%,1%,1%,-2%,-3%,-1%,-2%
NTMT1 inh,10%,18%,-3%,-7%,-1%,-16%,-3%,-12%
p53null 39C kill,16%,-3%,5%,-5%,?,-13%,-2%,6%
GALK inhibitor,1%,0%,0%,0%,?,-1%,4%,0%
TSG101-PTAP inh,-4%,2%,0%,-2%,-4%,2%,-1%,-1%

2 compounds from above with just B2AR arrestin ag, NTMT1 inh and GALK inhibitor.
| No. | structure | B2AR arrestin ag | NTMT1 inh | GALK inhibitor |
| --- | --- | --- | --- | --- |
| 7 | Cc1cccn2c(=O)c3cc(C(=O)N(Cc4ccccc4)C(C)C)sc3nc12 | -1% | -3% | 4% |
| 8 | Cc1cc(F)ccc1NC(=O)C1CCN(C(=O)c2cnn(-c3ccccc3)c2-n2cccc2)CC1 | -2% | -12% | 0% |

The list goes on.
9. CCOc1ccc(NC(=O)C2CCCN(S(=O)(=O)c3ccc4[nH]c(=O)ccc4c3)C2)cc1 (centres undefined)
10. COc1cc(OC)c2c(C)c(CC(=O)NCc3ccccc3OC)c(=O)oc2c1
11. CC(=O)c1ccc(Nc2nc3ccccc3nc2-n2nc(C)cc2C)cc1
12. CCc1ccc(S(=O)(=O)c2nnn3c2nc(Nc2ccc(C)c(Cl)c2)c2sccc23)cc1
13. Cc1ccc(NC(=O)CN2C(=O)CC(C)Sc3ccccc32)c(C)c1 (centres undefined)
14. Cc1cccc(C)c1NC(=O)Cn1c(=O)n(CCC(=O)NCc2ccccc2Cl)c(=O)c2sccc21
15. Cc1ccc(-n2ncc3c(NCCCN(C)C)ncnc32)cc1Cl
16. Cc1ccccc1OCCn1c(CCNC(=O)C(C)(C)C)nc2ccccc21

assay / compound,9,10,11,12,13,14,15,16
FH mod,8%,.,1%,-8%,1%,9%,-6%,-10%
p53null 32C kill,-9%,-14%,5%,2%,-2%,3%,32%[activator],-1%
B2AR arrestin ag,1%,-2%,1%,2%,-1%,0%,-1%,-3%
NTMT1 inh,0%,.,0%,28%,0%,-25%,?,?
p53null 39C kill,-18%,-16%,-9%,-2%,-7%,-5%,-15%,-24%
GALK inhibitor,0%,-2%,1%,-9%,-10%,-5%,1%,6%
TSG101-PTAP inh,0%,-1%,-3%,-1%,3%,0%,-4%,-5%

From entry 13 up to 14, copied from above:
13. Cc1ccc(NC(=O)CN2C(=O)CC(C)Sc3ccccc32)c(C)c1 (centres undefined)
14. Cc1cccc(C)c1NC(=O)Cn1c(=O)n(CCC(=O)NCc2ccccc2Cl)c(=O)c2sccc21

assay / compound,13,14
FH mod,1%,9%
p53null 32C kill,-2%,3%
B2AR arrestin ag,-1%,0%
NTMT1 inh,0%,-25%
p53null 39C kill,-7%,-5%
GALK inhibitor,-10%,-5%
TSG101-PTAP inh,3%,0%

Next part.
17. CCc1nc2nc(C)cc(Nc3ccc(Br)cc3F)n2n1
18. CCCCCOc1ccccc1Cn1c(=O)oc2ccc(C)cc21
19. O=S(=O)(NCc1nc2cccnc2n1Cc1ccccc1)c1ccc2c(c1)CCCC2
20. Cc1ccc(NC(=O)CSc2nnc3[nH]c(=O)cc(-c4ccccc4)n23)cc1Cl
21. CCN(C(=O)c1nn(-c2ccc(OC)c(Cl)c2)c(=O)c2c1c1ccccc1n2C)c1cc(OC)ccc1OC
22. COc1ccccc1CNC(=O)CS(=O)(=O)Cc1nc(-c2ccccc2C)oc1C
23. Cc1cc(C)cc(OCC(=O)Nc2ccc(-c3nc4ccccc4s3)cc2)c1
24. Cc1ccccc1NC(=O)c1cnc2sc(N3CCCC3)nn2c1=O

assay / compound,17,18,19,20,21,22,23,24
FH mod,-4%,2%,-34%,-25%,-26%,7%,1%,6%
p53null 32C kill,-5%,-5%,7%,4µM*,9%,-1%,-8%,-4%
B2AR arrestin ag,-1%,-3%,0%,-2%,-1%,-2%,-4%,0%
NTMT1 inh,37%[activator],-4%,15%,-5%,-3%,-1%,12%,7%
p53null 39C kill,?,-3%,5%,?,12%,-7%,1%,-7%
GALK inhibitor,3%,-1%,5%,?,8%,-1%,2%,-1%
TSG101-PTAP inh,3%,-2%,1%,1%,-6%,1%,1%,3%

25. Cc1ccc(S(=O)(=O)c2nnn3c2nc(NC(C)C)c2cc(Cl)ccc23)cc1C
26. O=C(/C=C/c1ccccc1)N1CCN(Cc2cc(=O)n3nc(-c4ccccc4Cl)sc3n2)CC1
27. CCOc1ccccc1NC(=O)C(Cc1ccccc1)NS(=O)(=O)c1ccc(Br)s1 (centres undefined)
28. CS(=O)(=O)N1CCc2cc(C(=O)Nc3cccc(F)c3)ccc21
29. Cc1ccc(-c2cc(C(=O)N3CCN(S(=O)(=O)c4ccc(Br)s4)CC3)[nH]n2)c(C)c1
30. CC(C)OCCCNC(=O)CCCN1C(=O)CCn2nc(-c3cccn3C)cc21
31. CCc1ccc(C2CC(=O)c3c([nH]c(C(=O)OC4CCCC4)c3C)C2)cc1 (centres undefined)
32. CCOc1ccc(CNC(=O)C2Cc3ccccc3N2C(=O)CC)cc1 (centres undefined)

assay / compound,25,26,27,28,29,30,31,32
FH mod,4%,-12%,?,-1%,-12%,13%,-25%,-11%
p53null 32C kill,0%,0%,15%,-14%,13%,-1%,6%,-5%
B2AR arrestin ag,0%,1%,0%,-1%,0%,-1%,-1%,0%
NTMT1 inh,7%,-3%,11%,-14%,12%,5%,12%,-5%
p53null 39C kill,-4%,16%,13%,-20%,-1%,1%,16%,3%
GALK inhibitor,-3%,-9%,0%,-13%,4%,-1%,2%,-4%
TSG101-PTAP inh,-3%,-1%,1%,-2%,0%,0%,2%,-2%

As entered above.
COc1cc(OC)c2c(C)c(CC(=O)NCc3ccccc3OC)c(=O)oc2c1 in B2AR arrestin ag reads -2%
Cc1cc(F)ccc1NC(=O)C1CCN(C(=O)c2cnn(-c3ccccc3)c2-n2cccc2)CC1 in NTMT1 inh reads -12%
Cc1cc(C)cc(OCC(=O)Nc2ccc(-c3nc4ccccc4s3)cc2)c1 in p53null 39C kill reads 1%

The list goes on:
33. O=C(NCc1cccn1Cc1ccccc1)Nc1ccc(Br)cc1F
34. Cc1ccc(Cl)cc1-n1c(SCC(=O)NCc2ccccc2)nc2n[nH]c(C)c2c1=N
35. O=C1c2oc3ccccc3c(=O)c2C(c2ccc(Br)cc2)N1c1ccccn1 (centres undefined)
36. COc1cccc(NC(=O)C2CCN(S(=O)(=O)c3c(C)noc3/C=C/c3cccs3)CC2)c1
37. COc1ccccc1CNC(=O)Cn1nc(C)n2cccc2c1=O
38. O=C(NCCc1ccc(Cl)cc1)c1nc(-c2cccc(F)c2)n2c1CCCCC2
39. CC(C)c1nn2c(=O)cc(COC(=O)CNC(=O)c3ccccc3Cl)nc2s1
40. COc1cc(C(=O)Nc2nc3c(s2)Cc2c(Br)ccc(OC)c2-3)cc(OC)c1OC

assay / compound,33,34,35,36,37,38,39,40
FH mod,2%,3%,-1%,-12%,0%,?,0%,-7%
p53null 32C kill,-9%,-15%,-13%,28%,6%,38%[activator],-4%,-23%
B2AR arrestin ag,0%,-1%,6%,1%,-3%,2%,6%,-3%
NTMT1 inh,10%,-1%,2%,-15%,3%,?,14%,13%
p53null 39C kill,9%,30%,4%,-8%,29%,4%,2%,-26%
GALK inhibitor,1%,1%,0%,-1%,4%,2%,-2%,-2%
TSG101-PTAP inh,-7%,14%,0%,-16%,0%,-8%,-5%,-7%

41. CCOc1ccc(CN(C(=O)c2nc(SC)ncc2Cl)C2CCS(=O)(=O)C2)cc1 (centres undefined)
42. CCOc1ccc(Nc2nc3c(S(=O)(=O)c4ccc(CC)cc4)nnn3c3ccc(Cl)cc23)cc1
43. Cc1ccc(NC(=O)CCCn2c(=O)c3cccn3c3cccnc32)c(C)c1
44. O=C(CS(=O)(=O)c1cccc2nsnc12)Nc1ccccc1
45. Cc1ccc(S(=O)(=O)c2cn(Cc3ccccc3)c3cc(N4CCCCC4)c(F)cc3c2=O)cc1
46. CC(C)(C)C(=O)Cn1c(=O)n(CCCCCC(=O)NCc2ccc3c(c2)OCO3)c(=O)c2sccc21
47. CC(=O)N1CCCc2cc(S(=O)(=O)N3CCC(C(=O)NCc4ccc(C)cc4)CC3)ccc21
48. CCCOc1cccc(C2c3c(oc4ccccc4c3=O)C(=O)N2c2nncs2)c1 (centres undefined)

assay / compound,41,42,43,44,45,46,47,48
FH mod,-7%,-1%,5%,-5%,-24%,1%,2%,7%
p53null 32C kill,7%,-4%,1%,-1%,-9%,9%,-2%,7%
B2AR arrestin ag,0%,1%,-1%,-1%,0%,-1%,0%,1%
NTMT1 inh,?,?,-6%,-11%,34%[activator],1%,-2%,0%
p53null 39C kill,12%,-2%,13%,25%,-5%,13%,-9%,?
GALK inhibitor,9%,-6%,?,-8%,-6%,1%,1%,4%
TSG101-PTAP inh,-1%,2%,-1%,1%,-1%,-6%,-2%,-2%

49. CCNC(=O)c1ccc2c(c1)nc1n2CCCCC1
50. O=C(NCCc1csc(-c2cccnc2)n1)c1cccc(Cl)c1
51. CC(=O)N1CCCC1c1nc2ccccc2n1Cc1cc(C)ccc1C (centres undefined)
52. Cc1ccc(Cl)cc1N1CCN(C(=O)c2ccc3c(c2)N(Cc2ccc(F)cc2)CCS3)CC1
53. COc1cc(Nc2nc3c(S(=O)(=O)c4ccccc4)nnn3c3ccc(Cl)cc23)cc(OC)c1

assay / compound,49,50,51,52,53
FH mod,-14%,-14%,2%,-19%,2%
p53null 32C kill,?,-13%,-3%,18%,6%
B2AR arrestin ag,1%,0%,-2%,0%,0%
NTMT1 inh,?,-6%,15%,-3%,7%
p53null 39C kill,?,-12%,4%,15%,-18%
GALK inhibitor,1%,-5%,0%,-1%,0%
TSG101-PTAP inh,-8%,-2%,-6%,0%,-2%
